D2 agonist – agonists of human D2 dopamine receptor; P14416; HEK293 T-REx D2 cells, calcium flux agonist mode; activation, % at 2 µM; actives 0.53% (n = 340,000);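 active = activation over 3 SD above normal in the single-dose calcium agonist read, cut at about 30% in these data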; note: 0% is about no effect
Target sequence (P14416 whole entry, looked up): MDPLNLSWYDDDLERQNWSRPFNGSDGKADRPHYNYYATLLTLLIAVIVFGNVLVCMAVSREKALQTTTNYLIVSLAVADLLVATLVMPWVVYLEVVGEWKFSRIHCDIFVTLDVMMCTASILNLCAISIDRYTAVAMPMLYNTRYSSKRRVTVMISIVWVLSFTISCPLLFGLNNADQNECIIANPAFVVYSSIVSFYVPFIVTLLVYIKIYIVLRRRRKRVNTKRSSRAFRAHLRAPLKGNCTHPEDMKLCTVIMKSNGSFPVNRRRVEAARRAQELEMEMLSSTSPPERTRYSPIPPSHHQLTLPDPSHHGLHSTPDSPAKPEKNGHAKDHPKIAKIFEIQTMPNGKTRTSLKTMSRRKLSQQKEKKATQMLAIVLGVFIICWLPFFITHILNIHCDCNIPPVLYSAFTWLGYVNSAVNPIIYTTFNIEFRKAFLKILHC
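Agonism is scored from calcium flux in a force-coupled, inducible HEK293 cell line expressing D2, read kinetically for 180 s after compound addition against dopamine controls.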
RXFP1 agonist – activates the human relaxin receptor RXFP1; Q9HBX9; AID 2676; actives 0.3% (n = 370,000); Potency, µM (doses to about 57.5 µM), inactives show at the highest dose activation, actives largely listed as activators; HEK293T-RXFP1 cAMP TR-FRET, 30 min; response scale: percent of porcine relaxin response, buffer zero; active = well fitted activation curve with a large enough effect; inconclusive = small, poorly fitted or top-dose-only effect; note: potency is the fitted concentration of half-maximal effect; % is set by controls: 0 for no effect and ±100 for the full control effect; nearly all actives have a fitted effect of over 60% in size; many of its hits are not listed in these tables
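HEK293 cells stably expressing RXFP1, treated 30 min at 37C with compounds plus PDE4 inhibitor Ro 20174; cAMP measured by HTRF TR-FRET. Normalized to buffer and 29 nM porcine relaxin; EC50 by Hill fit.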
D1 antagonist – blocks dopamine activation of the human D1 receptor; P21728; HEK293 TREx D1 cells, calcium flux, dopamine EC80; hits give low values; activity change, negative = inhibition, % at 10 µM; actives 3.2% (n = 360,000); AID 504652; in the data active = activity change below about -30%; note: % is set by controls: 0 for no effect and ±100 for the full control effect
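Tetracycline-induced HEK293 T-REx cells with force-coupled D1 receptor were loaded with a no-wash calcium dye. Compound was added after a 10 s baseline and read kinetically for 180 s; EC80 dopamine was then added and calcium flux followed another 180 s.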
D2 antag – D2 dopamine receptor (human) antagonism | P14416 | HEK293 TREx D2 cells, calcium flux, dopamine EC80 | inhibition, % at 10 µM | actives 2% (n = 340,000); in the data active = inhibition above about 30%; note: 0% is about no effect
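In this primary screen, negative modulation is detected by tracking calcium flux after an EC80 dopamine challenge in inducible HEK293 T-REx D2 cells preexposed to test compound for 180 s.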
D2 PAM – positive allosteric modulators of human D2 dopamine receptor | actives 0.34% (n = 340,000) | HEK293 T-REx D2, calcium flux, EC20 dopamine potentiation | potentiation, % at 10 µM | AID 485347 | P14416;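 active = potentiation over 3 SD above the plate norm, cut at about 30% in these data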; note: 0% is about no effect
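Primary screen. Calcium kinetics in induced HEK293 T-REx D2 cells: compound pre-addition 180 s, EC20 dopamine, 180 s more.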
D1 PAM – enhances dopamine response at the human D1 receptor | actives 0.036% (n = 360,000) | AID 504651 | P21728 | HEK293 TREx D1 cells, calcium flux, dopamine EC20 potentiation | potentiation, % at 10 µM; in the data active = potentiation above about 30%; note: 0% is about no effect
RXFP1 antagonist – antagonists of human relaxin receptor RXFP1 | Q9HBX9 | HEK293-RXFP1, relaxin-stimulated cAMP HTRF, 30 min; hits give low values | activity change, negative = inhibition, % at 57.5 µM | actives 0.59% (n = 350,000) | AID 1259400;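 active = activity change of -60% or lower, but not beyond a set lower limit; inconclusive = change between -60% and -40%, or beyond the set limit; inactive = change above -40%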; note: % is set by controls: 0 for no effect and ±100 for the full control effect
TRHR enhancer – TRH receptor (human) allosteric enhancement | P34981 | TRHR cells, fluo-8 calcium fluorescence, EC20 TRH enhancement | enhancement, % at 2 µM | actives 0.66% (n = 360,000); in the data active = enhancement above about 30%; note: 0% is about no effect
Target sequence (P34981 whole entry, looked up): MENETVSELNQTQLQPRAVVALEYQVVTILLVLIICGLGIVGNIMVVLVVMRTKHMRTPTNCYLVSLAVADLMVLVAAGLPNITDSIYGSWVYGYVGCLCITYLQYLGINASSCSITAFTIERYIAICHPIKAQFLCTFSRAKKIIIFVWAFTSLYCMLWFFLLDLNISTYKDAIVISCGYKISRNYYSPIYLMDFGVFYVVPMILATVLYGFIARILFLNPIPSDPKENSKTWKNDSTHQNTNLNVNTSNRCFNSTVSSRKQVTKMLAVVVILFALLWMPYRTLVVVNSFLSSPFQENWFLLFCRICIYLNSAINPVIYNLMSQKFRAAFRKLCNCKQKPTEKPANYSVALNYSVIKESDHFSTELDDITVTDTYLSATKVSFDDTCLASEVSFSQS
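TRHR-expressing cells loaded with fluo-8 calcium dye were read kinetically (ex 480/em 530) during compound addition, then stimulated with an EC20 of TRH (10 nM final). Enhancement of the Gq-mediated intracellular calcium response was scored.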
D1 ag – agonists of human D1 dopamine receptor; AID 504660; HEK293 T-REx D1 cells, calcium flux, agonist mode; activation, % at 2 µM; actives 1% (n = 360,000); in the data active = activation above about 30%; note: 0% is about no effect
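Inducible HEK293 T-REx D1 cells, force-coupled to calcium signalling, were plated at 4000 cells/well with tetracycline and held overnight at 30 C. After no-wash calcium dye loading, compound-evoked calcium rise over 180 s flagged agonists.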
Numbers without * were called inactive; ? = inconclusive; / = no result given; & = joins results of further samples. These rows are one share of the data; rates above refer to the full screens.

SMILES	D2 agonist	RXFP1 agonist	D1 antagonist	D2 antag	D2 PAM	D1 PAM	RXFP1 antagonist	TRHR enhancer	D1 ag
O=C(c1cc2ccccc2oc1=O)N1CCN(CCc2ccccc2)CC1	0.4	-1.3%	-15	-9	-3	-2	-5	1	3
CC(Sc1ccsc1[N+](=O)[O-])C(=O)N1CCN(c2ccccn2)CC1 (configuration not stated)	-3.9	1.6%	-8	-11	-11	-14	-1	-3	3
O=C(NCC(c1cccs1)S(=O)(=O)c1ccccc1)c1ccc(C(F)(F)F)cc1 (configuration not stated)	24	2.0%	-5	/	-4	-1	-25	4	1
COCC1CCN(Cc2cn(C)nc2-c2cccc(Cl)c2)C1 (configuration not stated)	-0.3	2.7%	-42*	9	0	-1	-1	8	3
Cn1c(COc2ccc(Cl)cc2)nc2ccccc2c1=O	-1.3	2.0%	9	-3	0	-5	-6	-3	0
COc1ccccc1N(CC(=O)NCc1ccc(F)cc1)C(=O)CCC(=O)Nc1ccccn1	-0.5	0.4%	0	-34	4	1	4	11	3
O=C(/C=C/c1c(Cl)nc2ccccn12)N1CCN(c2ccccc2F)CC1	-0.1	1.4%	-25	1	6	-5	11	3	4
O=C(CSc1nc2ccccc2[nH]1)Nc1c(F)c(F)c(F)c(F)c1F	0.1	-6.9%	7	-7	43*	1	6	-8	6
O=C(Cc1ccccc1)Nc1ccc2c(c1)CCC2	0.4	-1.8%	3	-8	-6	3	-2	2	1
Cc1ccc(Nc2nc(-c3cccnc3)nc3ccccc23)cc1	3.8	8.4%	-13	5	-2	-2	?	-1	2
Cc1occc1C(=O)NNC(=O)CN1C(=O)NC(C)(c2ccccc2)C1=O (configuration not stated)	0.4	-1.0%	20	-8	2	-2	-2	10	1
OC(Cn1cncn1)(c1ccc(F)cc1)c1ccc(Cl)cc1 (configuration not stated)	1.3	-3.6%	-8	-2	3	3	13	1	1
Cc1ccc(NC(=O)CN2C(=O)CC(c3ccc(F)cc3)=Nc3ccccc32)cc1F	0.1	-0.9%	6	/	-8	-5	-1	0	7
COC(=O)c1ccc(NC(=O)C2CC(=O)N(c3cc(C)ccc3C)C2)cc1 (configuration not stated)	0.1	-3.1%	2	-5	-6	1	-1	4	4
Cc1ccccc1Cn1c2ccccc2c2cnn(CC(=O)NCc3cccc(Cl)c3)c(=O)c21	-0.3	2.4%	19	/	-5	-1	-1	8	5
COc1ccccc1C(=O)Nc1ccccc1C(=O)NC1CCCCC1	-1.3	-1.4%	15	15	3	0	5	5	0
N#CC(C#N)=Cc1cccn1-c1ccc(S(N)(=O)=O)cc1	-5.2	-0.9%	-9	-10	3	-3	-15	14	4
CC(C)(C)c1nnc2sc(SCC(=O)NCc3ccco3)nn2c1=O	-0.3	-0.4%	-32*	10	3	/	-3	-1	5
O=C(O)/C=C\C(=O)Nc1ccc(N2CCN(c3cccc(Cl)c3)CC2)cc1	1.8	-0.1%	7	2	-14	26	10	-5	1
COc1ccc(CCc2nnc(CCC(=O)NCc3cnc4ccccn34)o2)cc1	0.1	4.4%	-17	-24	-2	0	-2	11	2
Cc1ccc(-n2nc3c(=O)n(CC(=O)NCc4ccc(C)o4)nc(C)c3c2C)cc1	-0.2	3.0%	-20	-11	7	-6	5	-2	2
Cc1c(NS(=O)(=O)c2ccc(N(C)C3CCCCC3)c([N+](=O)[O-])c2)c(=O)n(-c2ccccc2)n1C	0.4	0.2%	7	9	4	5	-4	5	-2
Cc1ccc(N(C(=O)Cc2cccs2)C(C(=O)NC2CCCC2)c2ccncc2)cc1 (configuration not stated)	5.6	-1.8%	-7	-2	-2	-7	3	-8	8
CC(C)C(=O)Nc1nnc(S(=O)(=O)N2c3ccccc3CC2C)s1 (configuration not stated)	-0.5&0.2	4.9%&-1.0%	-8&-9	1	6&-2	-1&0	-15	-2&11	2&0
Nc1n[nH]c(C(F)(F)F)c1-c1ccccc1	-0.5	1.6%	-22	-14	7	-4	-3	3	9
CCOc1ccc(CCNC(=O)COC(=O)CNS(=O)(=O)c2ccc(C)cc2)cc1OCC	-0.4	-0.2%	-5	-20	-3	-3	-10	-6	0
CN(C)N1C(N)=C(C#N)C(c2cccs2)C2=C1CC(C)(C)CC2=O (configuration not stated)	-0.9	-0.6%	16	-9	-1	0	-8	-6	0
Cc1cc(-c2ccccc2)c2c(=O)[nH][nH]c2n1	0.6	-0.7%	1	-11	-3	-3	-22	17	7
Cc1ccc(S(=O)(=O)N2CCN(C(=O)CSc3cc(C)ccc3C)CC2)c(C)c1	0.4	1.1%	5	12	10	5	-19	-2	0
N#Cc1c(Cl)nc(-c2ccncc2)nc1-c1ccccc1	-1.3	0.8%	1	14	2	0	9	-1	1

3 compounds from above, arranged by their value in D2 PAM, high to low:
canonical_smiles	D1 antagonist	D2 antag	D2 PAM	D1 PAM	RXFP1 antagonist	TRHR enhancer	D1 ag
CC(C)(C)c1nnc2sc(SCC(=O)NCc3ccco3)nn2c1=O	-32*	10	3	/	-3	-1	5
CN(C)N1C(N)=C(C#N)C(c2cccs2)C2=C1CC(C)(C)CC2=O (configuration not stated)	16	-9	-1	0	-8	-6	0
COc1ccc(CCc2nnc(CCC(=O)NCc3cnc4ccccn34)o2)cc1	-17	-24	-2	0	-2	11	2

Further compounds follow:
SMILES	D2 agonist	RXFP1 agonist	D1 antagonist	D2 antag	D2 PAM	D1 PAM	RXFP1 antagonist	TRHR enhancer	D1 ag
CCCSc1nnc(-c2c[nH]c3ccccc23)n1CC	0.6	-0.1%	-14	-1	-1	/	-10	-6	1
COC(=O)c1ccc2nc(NC(=O)C3CC3)sc2c1	-0.2	-1.5%	1	7	3	-1	-7	6	3
COc1ccc(COC(=O)c2ccc(C)c(S(=O)(=O)N3CCOCC3)c2)cc1F	0.5	1.0%	-27	-4	-4	-1	-15	2	9
CC(C)(C)c1cc(C(=O)N/N=C/c2ccc(O)cc2)n(-c2ccccc2)n1	1.6	-0.5%	-5	4	-1	-4	/	-6	2
Cc1[nH]c(=O)[nH]c(=O)c1N(C)C	0.1	-2.6%	5	8	2	13	-1	1	-2
O=S(=O)(Nc1ccc(S(=O)(=O)Nc2ncccn2)cc1)c1ccccc1	-0.2	0.4%	1	28	7	-4	1	1	2
CC(=O)c1ccc(NC(=O)CCCC(=O)c2ccccc2)cc1	0.0	7.0%	-6	9	1	2	-4	-2	2
Cc1cc(C)c(NC(=S)NCCO)c(C)c1	0.9	-0.6%	21	-2	2	-4	-3	-1	2
O=C(NCC(=O)N(c1cccnc1)C(C(=O)NC1CCCC1)c1cccs1)c1ccco1 (configuration not stated)	0.3	-0.6%	7	-4	15	2	-15	2	0
COc1ccccc1CNC(=O)c1cccc(C)c1[N+](=O)[O-]	-1.7	-0.3%	-3	-2	-3	-11	-23	-5	3
NC(=O)C1CC(=O)N(c2ccc(OCC(=O)Nc3ccc(F)cc3)cc2)C1 (configuration not stated)	-0.1	1.6%	-10	-29	8	-3	5	5	5
CC(C)CCNC(=O)Nc1ccc2c(c1)N(Cc1ccccc1)C(=O)c1ccccc1S2	-0.3	0.1%	12	/	2	-1	-7	-9	7
COc1ccc(NC2=C(NC(C)=O)C(=O)c3ccccc3C2=O)cc1	-0.1	-0.7%	0	-25	19	12	-10	3	3
CC1CCC(NC(=O)c2ccc3c(c2)OCO3)CC1 (configuration not stated)	-0.5	-0.5%	-24	9	-1	-11	7	3	0
COc1cccc(C2CC(c3ccc(C)cc3)n3ncnc3N2)c1 (configuration not stated)	0.0	0.9%	8	10	5	1	-9	-4	-2

Among those listed so far, three have a cyano group:
SMILES	D2 agonist	RXFP1 agonist	D1 antagonist	D2 antag	D2 PAM	D1 PAM	RXFP1 antagonist	TRHR enhancer	D1 ag
N#CC(C#N)=Cc1cccn1-c1ccc(S(N)(=O)=O)cc1	-5.2	-0.9%	-9	-10	3	-3	-15	14	4
CN(C)N1C(N)=C(C#N)C(c2cccs2)C2=C1CC(C)(C)CC2=O (configuration not stated)	-0.9	-0.6%	16	-9	-1	0	-8	-6	0
N#Cc1c(Cl)nc(-c2ccncc2)nc1-c1ccccc1	-1.3	0.8%	1	14	2	0	9	-1	1

Next part.
SMILES	D2 agonist	RXFP1 agonist	D1 antagonist	D2 antag	D2 PAM	D1 PAM	RXFP1 antagonist	TRHR enhancer	D1 ag
C=CCNC(=O)c1c(O)c2cccc3c2n(c1=O)CCC3	0.3	12%	12	2	8	-3	3	-4	1
Nc1nc(Nc2ccccc2)nc(NCCO)c1[N+](=O)[O-]	1.5	2.1%	4	1	4	-4	0	7	0
O=C(CCCSc1nc2ccccc2[nH]1)N1CCN(c2ccc([N+](=O)[O-])cc2)CC1	10	-2.1%	-13	17	-10	-6	3	-9	0
Cc1cc(C)n(CCN(C)C(=O)C2CCC(=O)N(CCc3cccc(F)c3)C2)n1 (configuration not stated)	0.1	-1.5%	2	11	0	0	7	7	0
N#Cc1ccc(OCC(=O)NC(=O)NC2CCS(=O)(=O)C2)cc1 (configuration not stated)	0.0	-0.3%	-4	39*	6	-4	-5	-4	1
NS(=O)(=O)c1ccc(NC(=O)CSc2nc(Nc3ccccc3)nc(N3CCOCC3)n2)cc1	0.8	-0.4%	10	-20	16	-1	-27	3	1
Oc1ccc(/C=N\Nc2nncc(-c3ccccc3)n2)cc1	0.1	3.4%	-1	12	7	8	-7	-3	2
CS/C(N)=N/C(=S)Nc1cccc(Cl)c1	0.2	-2.3%	-3	12	3	-1	6	0	3
CC(C)(C)c1ccc(C(=O)NCc2nnc(SCC(=O)NC3CCCCC3)o2)cc1	0.1	3.4%	1	-2	-10	0	-14	-5	3
CN(C)c1ccc(CNc2nc(-c3ccco3)nn2S(=O)(=O)c2ccc3ccccc3c2)cc1	0.1	5.7%	3	/	-27	-1	-11	-1	-2
CN(C)S(=O)(=O)N1CCC(CCCC2CCN(S(=O)(=O)N(C)C)CC2)CC1	0.6	-0.4%	-14	4	0	13	-2	23	6
Cc1ccc(NC(=O)c2cc(S(=O)(=O)N3CCCC3)cn2C)cc1C	/	0.7%	12	/	/	1	-4	47*	1
COC(CNC(=O)c1ccc(Cn2c(=S)[nH]c3cc4c(cc3c2=O)OCO4)cc1)OC	0.3	3.6%	8	-1	18	-1	-98*	0	2
Cc1cccc(C(=O)NNC(=O)Nc2ccccc2)c1	3.0	0.6%	1	6	-4	-1	-1	-1	2
NC(=O)c1cccnc1Sc1ccc(Cl)cc1	0.0	-0.1%	7	-6	4	-4	-3	2	6
COC(=O)c1ccccc1N=Nc1c(N)[nH][nH]c1=O	-1.6	-5.3%	-19	0	11	-3	?	-5	1
COC(=O)c1cnn(C(=O)c2ccccc2Br)c1N	-0.3	0.2%	7	-5	20	3	23	7	0
CC1(C)Cc2ccccc2C2=C(C(=O)N3CCCCCC3)C(=O)C(=O)N21	-0.7	-0.1%	-5	2	-1	-4	9	7	3
